PriA SSB inh = K. pneumoniae PriA-SSBct interaction inhibition | inhibition, % at 33 µM | hit rate 0.6% among 430,000 | AlphaScreen SSBct-PriA binding, biotinylated peptide; in the data active = inhibition mostly above about 37%, no sharp cut-off; inactive = mostly below about 20%;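 also: plate controls were negative control peptide for no effect and reference peptide for full effect; strong numbers were not always called active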
FBA Mtb inh = inhibits M. tuberculosis FBA enzyme; P9WQA3; purified M. tuberculosis FBA, fluorescence read-out; inhibition, % at 1 µM; hit rate 2.3% among 360,000; AID 588726; in the data active = inhibition above about 27%;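 also: 0% = vehicle and 100% = reference inhibitor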
Target sequence (P9WQA3 whole entry, looked up): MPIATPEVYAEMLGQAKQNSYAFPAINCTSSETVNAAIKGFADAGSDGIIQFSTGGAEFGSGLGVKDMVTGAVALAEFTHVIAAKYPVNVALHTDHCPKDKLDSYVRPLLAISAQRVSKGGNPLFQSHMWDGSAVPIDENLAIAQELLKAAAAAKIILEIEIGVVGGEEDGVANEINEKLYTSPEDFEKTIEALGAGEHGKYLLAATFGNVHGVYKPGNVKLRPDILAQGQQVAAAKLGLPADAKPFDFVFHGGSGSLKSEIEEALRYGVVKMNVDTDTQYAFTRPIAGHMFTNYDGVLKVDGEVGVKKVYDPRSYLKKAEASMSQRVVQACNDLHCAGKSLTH
Vc quorum ag = quorum light induction in luxS cqsA deficient V. cholerae. V. cholerae BH1578 lux reporter, luminescence, 6 h. activation, % at 18.7 µM. hit rate 0.16% among 350,000; in the data active = activation mostly above about 9.7%, no sharp cut-off; also: not every result past the cut was called active; inactives centre near 0; reference of the scale not given here
SARS 3CLpro inh = SARS-CoV 3CLpro protease inhibition. hit rate 0.14% among 290,000. P0C6X7. inhibition, % at 6 µM. recombinant SARS-CoV 3CLpro, quenched FRET peptide cleavage. AID 1706; in the data active = inhibition above about 12%
MazEF act = MazEF (E. coli) toxin RNase activation | P0AE70 | FAM/BHQ RNA-DNA oligo cleavage fluorescence, 5 h | activation, % at 20 µM | hit rate 0.32% among 350,000 | AID 504720; in the data active = activation above about 50%
Target sequence (P0AE70 whole entry, looked up): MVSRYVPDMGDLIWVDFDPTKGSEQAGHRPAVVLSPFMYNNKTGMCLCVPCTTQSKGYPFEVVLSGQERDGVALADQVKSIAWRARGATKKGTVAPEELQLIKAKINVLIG
Rv3671c inh = Rv3671c (M. tuberculosis) protease inhibition. P9WHR9. inhibition, % at 5.96 µM. hit rate 0.048% among 320,000; in the data active = inhibition above about 38%;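 also: extracellular domain of Rv3671c used as enzyme; 0% = enzyme with DMSO and 100% = no enzyme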
GDH-TPI inh = GDH-TPI coupled enzyme inhibition counter-screen | GDH-TPI coupled enzyme counterscreen, NADH absorbance | inhibition, % at 4.8 µM | hit rate 1.2% among 360,000 | AID 588335; in the data active = inhibition above about 30%;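 also: 0% = DMSO wells and 100% = wells lacking the enzyme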
Mtb BioA inh = inhibitors of Mycobacterium tuberculosis BioA enzyme; purified M. tuberculosis BioA enzyme, plate reader; AID 602481; hit rate 0.096% among 360,000; inhibition, % at 9.99 µM; in the data active = inhibition above about 40%
Mtb UGM inh = blocks M. tuberculosis UGM enzyme; P9WIQ1; purified UGM, fluorescence polarization probe displacement; inhibition, % at 10 µM; hit rate 0.06% among 320,000; in the data active = inhibition above about 10%, passing the limit was not always enough
Target sequence (P9WIQ1 whole entry, looked up): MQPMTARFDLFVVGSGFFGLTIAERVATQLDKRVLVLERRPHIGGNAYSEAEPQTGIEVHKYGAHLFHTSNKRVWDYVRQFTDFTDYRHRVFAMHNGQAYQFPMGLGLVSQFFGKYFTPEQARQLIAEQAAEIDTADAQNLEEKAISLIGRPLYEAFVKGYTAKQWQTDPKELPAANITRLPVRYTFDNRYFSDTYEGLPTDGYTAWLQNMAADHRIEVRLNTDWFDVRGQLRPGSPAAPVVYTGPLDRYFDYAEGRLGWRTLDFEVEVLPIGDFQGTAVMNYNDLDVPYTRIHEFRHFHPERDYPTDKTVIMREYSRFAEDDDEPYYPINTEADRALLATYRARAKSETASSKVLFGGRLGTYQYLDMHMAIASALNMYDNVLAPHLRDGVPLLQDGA
VHR inh abs = DUSP3 (human) phosphatase inhibition; P51452; recombinant VHR phosphatase, pNPP absorbance; inhibition, % at 13.3 µM; hit rate 0.52% among 290,000; AID 1654; in the data active = inhibition above about 50%; also: some compounds called inactive have numbers as strong as hits
* marks the source's active call; other numbers are inactive results; i = inactive; x = no result given. Only part of the results is shown, so the mix of outcomes need not match the whole.

SMILES | PriA SSB inh | FBA Mtb inh | Vc quorum ag | SARS 3CLpro inh | MazEF act | Rv3671c inh | GDH-TPI inh | Mtb BioA inh | Mtb UGM inh | VHR inh abs
Cc1cc(NC(=O)c2c(F)c(F)c(F)c(F)c2F)no1 | -13 | -7 | i | 3 | 3 | 3 | -12 | 0.9 | -1.8 | 3
Cc1cc(C)nc(N2CCCC(C(=O)NNC(=O)c3ccncc3)C2)n1 (centres undefined) | -3 | 3 | i | 0 | 6 | 5 | 15 | -2.4 | 0.7 | 19
Cc1ccc2c(c1)C(=C(C#N)C#N)C(=O)N2CCN1CCCCC1 | 1 | 0 | -0.5 | 4 | -2 | 6 | -1 | -0.9 | 4.0 | 10
Cc1cn(C2CCCCO2)c(=O)nc1NO (centres undefined) | -9 | 2 | -0.8 | x | 4 | x | 3 | x | x | x
CCCCNC(=O)COC(=O)c1cc(C)nc2ccccc12 | -10 | 6 | -0.3 | -4 | -5 | 11 | 2 | -0.1 | 0.0 | -6
O=C(C1=C[C@@H](c2ccc(C(F)(F)F)cc2)C[C@@H](OCc2ccc(CO)cc2)O1)N1CCN(Cc2ccc3c(c2)OCO3)CC1 | 2 | 0 | 4.5 | -2 | 0 | -8 | 2 | -2.6 | 0.5 | 10
COC(=O)c1ccc(NC(=O)CCCCCn2nnc3ccccc3c2=O)cc1 | 1 | -1 | -1.1 | -2 | 5 | x | -10 | -0.7 | -2.3 | 2
CC(C)NC(=O)C(=O)Nc1cc2c3c(c1)CCC(=O)N3CCC2 | -13 | 3 | -0.9 | -3 | -1 | -2 | 11 | -0.9 | -0.7 | 6
CC(C)(C)N1C(=O)[C@H]2[C@@H](c3ccc(Br)cc3)N3C(=O)N(c4cccc(F)c4)C(=O)[C@@]3(C)[C@H]2C1=O | 8 | -1 | i | x | 8 | -7 | 2 | 1.2 | -2.8 | x
CN(Cc1ccccc1)C(=O)COc1cc(Cl)ccc1Cl | -29 | -2 | 0.6 | -1 | 10 | -2 | -5 | x | 1.0 | 11
Cc1c(C(=O)OC/C(O)=C(\C#N)c2nc3ccccc3[nH]2)oc2ccc(Br)cc12 | 1 | 3 | i | 4 | 3 | 4 | 8 | -0.3 | 1.2 | 0
O=C(Nc1nnc(CSCc2ccccc2F)s1)c1cccc([N+](=O)[O-])c1 | -19 | -1 | 0.8 | -5 | 1 | 5 | 10 | x | -0.1 | 12
CCN(CC)C(=O)C(=O)c1cn(CCOc2ccccc2)c2ccccc12 | -6 | 4 | i | 5 | -7 | -6 | 1 | 0.6 | -1.4 | 30
CC/C=C\C/C=C\C/C=C\CCCCCCCC(=O)O | -4 | 2 | i | x | 5 | 2 | 6 | 3.0 | -3.1 | x
NC(=O)C1CCN(CC(=O)Nc2cccnc2Cl)CC1 | -8 | 1 | -2.1 | -1 | -5 | 6 | -1 | -1.7 | 0.2 | 4
CCC(C(=O)NC1CCCCC1)n1c2ccccc2c2nc(=O)cc(C)n21 (centres undefined) | -8 | 3 | -0.2 | 2 | 9 | 0 | 2 | -0.9 | -1.3 | 19
CCN1C(=O)[C@H]2[C@@H](c3ccccc3)N[C@]3(CCCN(Cc4ccc(C)cc4)C3=O)[C@H]2C1=O | x | -2 | -0.2 | x | 6 | x | -3 | -0.1 | x | x
O=Nc1c(O)[nH]c2c(F)cccc12 | -21 | 0 | -0.3 | 0 | -3 | 12 | -4 | -0.3 | 1.1 | 18
COc1ccc(OCC(=O)N2CCCC(N3CCN(c4ccccc4C)CC3)C2)cc1 (centres undefined) | 10 | 1 | i | 1 | -2 | -1 | 10 | 1.6 | -1.3 | 16
Cc1cc(=O)[nH]c(-c2ccc(Cl)cc2)n1 | -7 | -3 | -0.7 | -1 | 0 | -8 | 0 | x | 1.8 | 18
O=C(O)/C=C/C(=O)c1ccc(O)cc1 | -9 | -4 | i | 2 | 8 | 1 | 19 | -2.3 | 0.6 | -11
Cn1c(SCc2nc(-c3ccccc3)no2)nnc1-c1cccs1 | -15 | -1 | 1.4 | 0 | -2 | -17 | 8 | 1.5 | 1.7 | 9
CN1CCCC(CN2c3ccccc3Sc3ccccc32)C1 (centres undefined) | 21 | 4 | 0.4 | 1 | 10 | 1 | -7 | 1.4 | -0.3 | 25
NC(=O)c1cc(-c2ccccc2)sc1NC(=O)Cc1ccc(S(=O)(=O)N2CCOCC2)s1 | 2 | 1 | 0.7 | 19* | 13 | 0 | 27 | -0.4 | 0.4 | 0
CC(C)CC(COCc1ccc(Cl)cc1)N1CCN(C(=O)c2cccc(C(F)(F)F)c2)CCC1=O (centres undefined) | -14 | -3 | -0.6 | 4 | 2 | 8 | 5 | -0.8 | 0.5 | 5

The listing continues:
SMILES | PriA SSB inh | FBA Mtb inh | Vc quorum ag | SARS 3CLpro inh | MazEF act | Rv3671c inh | GDH-TPI inh | Mtb BioA inh | Mtb UGM inh | VHR inh abs
CC1CN(C(=O)C(C)Sc2nc3ccccc3s2)CC(C)O1 (centres undefined) | -18 | -4 | i | 0 | 0 | -4 | 13 | -1.1 | 0.2 | -15
O=C(N/N=C/c1ccco1)C1COc2ccccc2O1 (centres undefined) | x | 2 | -1.4 | 0 | 2 | -1 | -5 | 0.0 | -0.6 | 10
N#Cc1ccc(S(=O)(=O)N2CCC(C(=O)Nc3cccc(C(=O)NC4CC4)c3)CC2)cc1 | -4 | 2 | -0.5 | x | -1 | 1 | 3 | -0.4 | 1.3 | x
CC(C)c1ccc(N(CC(=O)NCc2ccc(F)cc2)C(=O)c2csnn2)cc1 | -1 | -1 | -0.2 | -2 | -1 | 11 | 2 | x | 2.0 | 2
COc1ccc(Cl)cc1NC(=O)c1nnn(CC(=O)Nc2ccc3c(c2)OCO3)c1N | -4 | 9 | -0.3 | 5 | -33 | -78 | 10 | -1.2 | 0.7 | 7
COc1cc2cnc(C3=CCCCC3)cc2cc1OC | -21 | 11 | 14 | x | 2 | 1 | 8 | 2.9 | -0.7 | x
CCCCCc1c(C)nc(Nc2ccc(F)cc2)[nH]c1=O | 18 | 0 | x | 2 | 1 | 2 | -4 | -0.6 | -0.1 | 27
O=C(N/C=N/O)C(c1ccccc1)c1ncc(C(F)(F)F)cc1Cl (centres undefined) | i | 1 | i | -3 | 6 | 1 | -5 | -1.1 | -1.9 | 10
Cc1cc(=O)oc2cc(OCC(=O)Nc3ccc(CN4CCOCC4)cc3)ccc12 | -17 | 14 | i | -1 | 6 | 0 | 16 | -1.9 | 3.0 | 34
CN(C)c1ccc(CNC(=O)C2CCN(S(=O)(=O)c3ccc4c(c3)CCC(=O)N4)CC2)cc1 | -14 | 0 | -0.2 | -5 | 2 | 3 | 11 | 0.6 | -1.3 | -6
COc1cccc(NC(=S)N(CCN(C)C)C(C)c2ccco2)c1 (centres undefined) | -11 | -2 | -2.6 | 0 | 9 | 0 | 3 | x | -0.2 | -10
Nc1nonc1-n1nnc(C(=O)N/N=C/c2c(F)cccc2Cl)c1-c1ccc2c(c1)OCO2 | x | 4 | -2.0 | 7 | -4 | -1 | 15 | -0.4 | -0.8 | -9
O=C(c1ccc([N+](=O)[O-])cc1)N1CCN(C(=O)c2cccs2)CC1 | -12 | 4 | -0.2 | -3 | -2 | -5 | 5 | x | 1.0 | 2
CC(C)N(C(=O)[C@H]1C[C@H](CC(=O)NCCCn2ccnc2)C(=O)N2CCc3c([nH]c4cc(CCC(=O)N(C)C)ccc34)[C@]12C)C(C)C | -1 | -2 | -0.5 | x | 6 | x | 8 | -0.1 | x | x
Cc1ccc(S(=O)(=O)N2CCN(C(=O)CSc3n[nH]c(N)n3)CC2)c(C)c1 | -6 | -2 | -0.7 | x | 4 | 6 | 6 | 1.5 | 1.7 | x
O=C(CCS(=O)(=O)c1ccc(Br)cc1)NCc1ccco1 | 9 | 6 | -0.2 | 2 | 10 | 5 | 6 | -1.0 | -1.1 | -32
CC(=O)C(Sc1nc(N2CCOCC2)nc(N2CCOCC2)n1)C(=O)Nc1ccccc1 (centres undefined) | -12 | -6 | i | 1 | -8 | -4 | 12 | 24 | -3.3 | 5
CCCCC(CCC(=O)Nc1ccc(C(=O)OCC)cc1)C(=O)O (centres undefined) | -8 | 6 | i | -2 | 0 | -4 | 7 | 0.2 | -1.4 | 31
CCOC(=O)c1sc(NNC(=O)c2ccc(C)cc2)nc1C | 3 | 0 | i | 4 | -7 | 6 | -11 | -2.1 | -2.0 | -3
Cc1nc(N)sc1-c1csc(Nc2ccccc2)n1 | 15 | 1 | i | 0 | 12 | 0 | 12 | -1.2 | -2.6 | -4
O=C(NCCCn1ccnc1)c1cccc(S(=O)(=O)NCc2ccccc2)c1 | 5 | 1 | 1.2 | 0 | 7 | -3 | -2 | 0.6 | 4.1 | 12
O=C(Nc1cccc(/C=C/c2nc3ccccc3c(=O)[nH]2)c1)c1ccccc1Cl | -6 | -2 | i | 3 | -4 | -104 | 49* | -3.2 | -1.2 | 16
C/C(CC(=O)Nc1ccc(Br)cc1)=N\NC(=O)c1cccc(O)c1 | x | -3 | i | 3 | 9 | -3 | -5 | -0.5 | 2.0 | -2
CCOc1ccc(S(=O)(=O)N(CC)CC)cc1NC(=O)CSCc1c(C)noc1C | -10 | -2 | -3.8 | x | -14 | -5 | 10 | 3.7 | 4.1 | x
Cc1ccc(C2=NN=C(NC(=O)CSc3nnc4c5ccccc5n(C)c4n3)SC2)cc1 | 8 | -6 | -0.3 | -4 | -7 | -2 | 3 | x | -1.3 | -3
Cn1c(NC(=O)C2c3ccccc3Oc3ccccc32)cc(=O)n(C)c1=O | 0 | 2 | x | 0 | -3 | -4 | 6 | 4.0 | -1.3 | 3
C/C(=N\NC(=O)c1ccc(CSc2nc(C)cc(C)n2)cc1)c1ccco1 | x | 2 | -0.4 | 0 | 0 | -2 | 9 | 0.5 | -5.5 | 11

Structures shown so far containing two or more sulfur atoms:
SMILES | PriA SSB inh | FBA Mtb inh | Vc quorum ag | SARS 3CLpro inh | MazEF act | Rv3671c inh | GDH-TPI inh | Mtb BioA inh | Mtb UGM inh | VHR inh abs
O=C(Nc1nnc(CSCc2ccccc2F)s1)c1cccc([N+](=O)[O-])c1 | -19 | -1 | 0.8 | -5 | 1 | 5 | 10 | x | -0.1 | 12
Cn1c(SCc2nc(-c3ccccc3)no2)nnc1-c1cccs1 | -15 | -1 | 1.4 | 0 | -2 | -17 | 8 | 1.5 | 1.7 | 9
NC(=O)c1cc(-c2ccccc2)sc1NC(=O)Cc1ccc(S(=O)(=O)N2CCOCC2)s1 | 2 | 1 | 0.7 | 19* | 13 | 0 | 27 | -0.4 | 0.4 | 0
CC1CN(C(=O)C(C)Sc2nc3ccccc3s2)CC(C)O1 (centres undefined) | -18 | -4 | i | 0 | 0 | -4 | 13 | -1.1 | 0.2 | -15
Cc1ccc(S(=O)(=O)N2CCN(C(=O)CSc3n[nH]c(N)n3)CC2)c(C)c1 | -6 | -2 | -0.7 | x | 4 | 6 | 6 | 1.5 | 1.7 | x
Cc1nc(N)sc1-c1csc(Nc2ccccc2)n1 | 15 | 1 | i | 0 | 12 | 0 | 12 | -1.2 | -2.6 | -4
CCOc1ccc(S(=O)(=O)N(CC)CC)cc1NC(=O)CSCc1c(C)noc1C | -10 | -2 | -3.8 | x | -14 | -5 | 10 | 3.7 | 4.1 | x
Cc1ccc(C2=NN=C(NC(=O)CSc3nnc4c5ccccc5n(C)c4n3)SC2)cc1 | 8 | -6 | -0.3 | -4 | -7 | -2 | 3 | x | -1.3 | -3

Compound activity as filed in PubChem.
